# Screening results as filed in PubChem.
# CendR NRP1 mod = NRP-1/CendR interaction modulation | O14786 | FAM-RPARPAR peptide binding to NRP-1, fluorescence polarization | inhibition, % at 25 µM | actives 0.85% (n = 360,000);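 active = inhibition or corrected inhibition above about 18%, plus a signal ratio from 0.5 to 1.5, limit read from the data, passing the limit was not always enough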; also: strong numbers were not always called active
# bovine MsrA act = activates bovine MsrA enzyme. purified bovine MsrA, absorbance read-out. AID 602163. actives 0.3% (n = 360,000). activation, % at 10.6 µM; in the data active = activation above about 7.5%;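 also: 0% = vehicle and 100% = reference activator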
# SKN-1 inh = inhibitors of C. elegans SKN-1; C. elegans VP596 Pgst-4::GFP/RFP ratio, acrylamide-induced, 24 h; inhibition, % at 21.8 µM; actives 0.49% (n = 360,000); AID 624304;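 active = interference check ratio from 0.5 to 1.5 plus GFP to RFP signal ratio inhibition reaching or exceeding a fixed threshold, cut at about 30% in these data, passing the limit was not always enough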; also: some compounds called inactive have numbers as strong as hits
# eLon inh = inhibitors of E. coli Lon protease | purified E. coli Lon protease, fluorescence polarization | P0A9M0 | actives 0.42% (n = 360,000) | inhibition, % at 7.94 µM; in the data active = inhibition above about 13%, passing the limit was not always enough;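 also: 0% = enzyme with probe and DMSO and 100% = no enzyme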
# PABP1 MLLE inh = inhibitors of microRNA-mediated deadenylation, human PABP1 MLLE binding | P11940 | GST-MLLE / FITC-PAM2 fluorescence polarization | inhibition, % at 20 µM | actives 0.36% (n = 360,000); in the data active = inhibition above about 35%, passing the limit was not always enough;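 also: plate controls were DMSO wells with GST-MLLE for no effect and wells lacking GST-MLLE protein for full effect; some results filed as inactive read as strong as hits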
# MsrA inh = inhibitors of bovine MsrA; purified bovine MsrA, absorbance read-out; inhibition, % at 15.5 µM; actives 0.75% (n = 360,000); in the data active = inhibition above about 4.5%;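 also: 0% = vehicle wells with enzyme and 100% = reference inhibitor wells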
# MT1-MMP act inh = MT1-MMP (human) activation inhibition; HT1080 RFP-PRO-GFP cells, GFP/RFP ratio fluorescence, overnight; percent of plate control window, DMSO zero; P50281; GFP/RFP ratio change, % at 20 µM; actives 0.061% (n = 360,000); AID 651647;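 active = GFP/RFP ratio change of at least 30% with cell ATP level not reduced by more than half and red fluorescence within 50% of control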; also: strong numbers were not always called active
#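 Assay system – RFP-PRO-GFP reporter HT1080 cells · Compound dosing – single dose of 20 µM compound, 1% DMSO final · Incubation – overnight compound exposure at 37 °C · Measure – GFP/RFP fluorescence ratio · Benchmarks – DMSO wells and RFP-L50D-GFP cells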
# FAS TE block = inhibitors of human fatty acid synthase thioesterase domain. P49327. recombinant FAS-TE, OMFH fluorogenic substrate, fluorescence endpoint. inhibition, % at 15 µM. actives 0.67% (n = 360,000);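 active = compounds whose normalised, plate-corrected inhibition of enzyme fluorescence in the single-dose primary screen is 50% or more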;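 also: 0% = DMSO with enzyme and 100% = substrate without enzyme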
# TbMetRS inhib = Trypanosoma brucei MetRS inhibition; purified T. brucei MetRS, ATP depletion, Kinase-Glo luminescence; inhibition, % at 11.9 µM; actives 0.4% (n = 360,000);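 active = inhibition above a per-plate cutoff of the control wells' mean inhibition plus 3 SD, cut at about 5.5% in these data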;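 also: 0% = DMSO wells median and 100% = median of wells with control inhibitor compound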
#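 technique = Kinase-Glo luminescence, ATP depletion format | system = purified MetRS (methionyl-tRNA synthetase) enzyme from Trypanosoma brucei | timing = 15 min preincubation, 2 h reaction, all 25 °C | evaluation = percent inhibition versus plate control medians | dosing = single dose, 11.9 µM final nominal, 0.9% final DMSO | also added = substrates ATP, L-methionine and bulk Escherichia coli tRNA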
# Active calls of the source: *; x = no result given.
SMILES,CendR NRP1 mod,bovine MsrA act,SKN-1 inh,eLon inh,PABP1 MLLE inh,MsrA inh,MT1-MMP act inh,FAS TE block,TbMetRS inhib
Cc1c(NC(=O)CN2CCCC(C)C2)ccc2nsnc12 (stereo not given),-6,-2,14,2,-89,1.6,1,-5,-0.9
Cc1ccc(OCC(=O)NNC(=O)C2CCC2)cc1C,-2,0,8,-15,7,-0.5,-3,-5,-0.3
O=C(NN=C(Cc1ccccc1)Cc1ccccc1)C1CC1,-10,-2,13,-8,-9,-1.1,-3,-2,-0.1
C#CCN1C=CC(=O)[C@@H](OC(=O)Nc2ccc(C)cc2)[C@H]1c1ccccc1Br,4,-11,0,-5,0,0.7,5,4,0.3
CCCC(C)NC(=O)Cc1ccc(S(=O)(=O)N2CCOCC2)s1 (stereo not given),-2,-1,7,3,1,-0.6,4,-5,-0.2
Cc1cc2nc(-c3ccccc3)c(Cc3ccccc3)n2c(C)c1Br,-9,-2,-1,-6,-8,-0.4,6,-14,-0.8
NS(=O)(=O)c1ccc(NC(=O)COC(=O)c2ccc3c(c2)OCCO3)cc1,-10,-1,-8,-9,21,-0.4,1,0,0.7
COc1ccc(CCC(=O)NCCc2ccc(Cl)cc2)cc1,6,1,21,-5,6,-1.7,-3,2,-0.4
Cc1nnc(NC(=O)CSc2ncc(-c3ccccc3)[nH]2)s1,-8,-3,6,-3,-12,-0.1,3,-5,0.1
Cc1ccccc1C(=O)N(CC(=O)Nc1sc(C)c(C)c1C(N)=O)C1CCCC1,11,-2,5,0,-1,0.2,0,0,0.1
COc1ccc2c(c1OC)C(=O)N(c1nc(SC)n[nH]1)C2=O,0,-1,11,-6,-12,2.3,2,-8,-1.0
CCCCNS(=O)(=O)c1ccc2nc(-c3cccnc3)cc(C(=O)NC3CCCC3)c2c1,2,-5,0,-4,-1,-0.1,0,-5,-0.6
CCOC(=O)Cn1nc(NC(=O)c2ccc(C(=O)OC)cc2)cc1C,6,-4,5,-3,1,-0.3,0,-3,-0.8
CCOC(=O)/C(N=Nc1ccc(Cl)cc1)=C(/O)c1ccc([N+](=O)[O-])cc1,2,-4,-11,-6,11,-1.6,0,1,-1.8
COc1ccc(CNCCNC(=O)c2cccs2)cc1OC,2,-1,-1,-14,12,0.3,3,-4,-0.3
COc1cc(C=O)c(Br)cc1OCC(=O)NCCc1ccccc1,0,-5,1,2,-7,2.4,-1,5,-0.2
O=C(CNC(=O)c1ccccc1F)Nc1ccc2c(c1)OCO2,2,-2,16,-4,-2,-0.4,0,-6,-0.1
C=C(C)c1cccc(C(C)(C)NC(=O)NCc2cccnc2)c1,-8,-5,7,6,7,-1.0,-3,-3,-0.4
Cc1ccsc1-c1nc(CSCC(=O)N2CCN(c3ccccc3)CC2)c(C)o1,0,-1,2,2,22,-0.1,-4,14,0.1
Cn1c(C(=O)Nc2ccccc2)cc2sccc21,-4,-5,-3,8,4,1.2,5,4,-0.4
Cc1cccc(OCC(=O)Nc2cc(C)on2)c1,-12,-1,-18,-1,5,0.1,2,-4,0.7
CSc1n[nH]c(=O)n1-c1cccc(Cl)c1,15,-3,1,7,4,-0.5,0,-6,0.5
C=CCc1cc(Cl)ccc1OC(=O)Nc1cccc(Cl)c1,-10,-3,-1,2,8,0.4,4,7,-0.1
CCC1=Nc2ccccc2-c2nnc(SC)nc2O1,5,-4,-12,-3,12,2.4,0,-3,-0.8
CC(C)N(C)C1CCN(C(=O)Nc2ccc(Cl)c(Cl)c2)CC1,6,-1,27,-3,-1,0.6,4,-5,0.0
CCOC(=O)c1ccccc1NC(=O)CSc1nc2ccccc2o1,2,-8,-11,-3,8,1.3,3,23,-0.8
CC1CCN(C(=O)Cn2ncc3c([nH]c4ccccc43)c2=O)CC1,-7,-1,7,3,-4,0.8,7,-5,0.6
c1ccc(Nc2nc(-c3ccccc3)ns2)cc1,-12,-13,-14,1,0,-0.1,-4,9,-0.9
CCN(CC)S(=O)(=O)c1cccc(C(=O)N/N=C(\C)c2ccc(O)cc2O)c1,-83,-3,12,2,-117,1.4,-84,4,0.1
O=C1N(c2cccc(Cl)c2)C(c2ccccc2)N2CCCN12 (stereo not given),9,-1,10,-20,5,-0.2,4,-4,0.8
CCn1nnnc1SCC(=O)c1ccc(NC(C)=O)cc1,6,-13,-20,-7,-10,0.3,-4,-10,-0.7
CNC(=O)Nc1cccc(NC(=O)NC)n1,-2,-14,-5,-1,-2,-1.2,10,-14,-1.3
Clc1cccc(-c2nn3c(Cn4cnc5ccccc54)nnc3s2)c1,5,2,10,13,23,0.2,3,16,0.4
COCCn1c(SCC(=O)NCCc2ccccc2)nc2c([nH]c3ccccc32)c1=O,4,-2,14,-2,-13,x,-1,0,-0.4
O=c1c2ccccc2nnn1CSc1ccc2ccccc2n1,-4,-5,21,1,17,0.2,-4,34,-0.8
COc1ccc(-c2csc(=NCCO)n2-c2ccccc2)cc1,-3,-2,9,5,4,0.3,-4,4,-0.8
CCN(CC(=O)Nc1ccc(NC(C)=O)cc1)C(=O)C1CCC1,7,-4,15,-8,5,-0.8,-1,-4,-0.4
CCOc1cc(C(=O)NC(=S)Nc2cccnc2)cc(OCC)c1OCC,11,-1,11,-1,21,0.2,-2,1,1.6
CC(O)CNCCNCc1cccs1 (stereo not given),8,0,4,-1,-6,-0.4,3,0,-0.1
O=C(CNC(=O)c1cnccc1C(F)(F)F)c1cccc(Cl)c1,1,-2,4,7,11,-0.8,1,-5,-0.1
O=C(O)CCCCCCCCCCCNC(=O)NC12CC3CC(CC(C3)C1)C2,6,-1,2,-12,-5,0.7,9,7,-0.3
CCOC(=O)c1ccc(NC(=O)N2CCN(c3ccccc3OC)CC2)cc1,8,0,0,0,-7,-1.3,-1,7,-0.4
O=C(NC(=S)N1CCN(c2ccc([N+](=O)[O-])cc2)CC1)c1ccc(F)cc1,25,-10,-2,0,-38,0.7,14,16,-0.1
C#CCN(C[C@@H]1[C@@H](OC(=O)NCc2ccccc2F)[C@@H](OC(=O)NCc2ccccc2F)Cn2c(=O)ccc(=O)n21)S(=O)(=O)c1ccc(C)cc1,-5,-6,-10,-4,-4,-0.2,-11,0,0.1
C=CCSc1n[nH]c2nc3c(c(=O)n12)C1(CCCC1)Cc1ccccc1-3,-1,1,3,-6,20,1.1,1,-28,-0.7
C=CCn1c(SCc2nc3ccccc3nc2C)nnc1-c1ccoc1C,-21,-16,-12,-13,-2,0.2,0,-8,-1.1
O=C(CSc1nnc(Cc2ccccc2)n1C1CCCCC1)N1CCOCC1,13,1,2,2,8,0.2,1,-5,-0.4
CCOc1ccc(CN2CCN(Cc3cnn(CC)c3C)CC2CCO)cc1 (stereo not given),7,-3,3,-8,-2,0.0,-5,-7,-0.2
O=C(Nc1ccccc1C(=O)O)c1ccc(NC(=O)C2CCCO2)cc1 (stereo not given),11,-9,8,-12,9,0.7,1,-3,0.7
O=S(=O)(c1ccc2c(c1)OCCO2)N1CCN(c2ncnc3sccc23)CC1,4,-5,1,-7,-15,-0.8,-3,14,-0.7
CCN(CC(=O)NCc1cccs1)C(=O)c1cccc(Cl)c1,0,-8,1,0,4,-0.4,-1,-4,-0.3
O=C(CCCn1c(SCC(=O)c2ccc(O)c(O)c2)nc2ccccc2c1=O)NCC1CCCO1 (stereo not given),-93,-7,11,5,9,1.6,6,-9,0.6
COc1ccc(C)cc1S(=O)(=O)N(CC(=O)Nc1cc([N+](=O)[O-])ccc1C)c1ccc(C)c(C)c1,-2,-4,6,-2,-2,0.2,-1,65*,-0.7
Cc1ccc(NC(=O)c2cc(-c3ccccc3)n[nH]2)cc1,5,-4,-6,-2,7,0.8,1,-2,1.1
Clc1ccc(C(c2nnnn2C2CCCC2)N2CCSCC2)cc1 (stereo not given),-14,0,10,6,-2,-0.6,-5,23,-0.2
CC(C)C(=O)N1CCCC1(C)C(=O)Nc1ccc2c(c1)OCO2 (stereo not given),-7,-7,15,2,5,x,-3,-9,-0.3
O=C(Nc1ccc2c(c1)OCO2)C1CC(=O)N(c2ccc3c(c2)OCCO3)C1 (stereo not given),2,-3,-12,4,10,0.7,5,-1,-0.8
Cc1cccnc1Nc1nc(-c2ccc(O)c(O)c2)cs1,4,2,13,-4,5,-0.6,-16,-1,-0.1
COc1ccc(S(=O)(=O)N(CC(C)C)CC(C)C)c2cccnc12,5,-1,-5,5,-1,-0.7,-5,-13,-0.3
O=C(O)CSCC(=O)Nc1ccc(Cl)cc1C(F)(F)F,10,-4,-1,-5,12,-1.1,0,2,-1.2
# Further compounds
SMILES,CendR NRP1 mod,bovine MsrA act,SKN-1 inh,eLon inh,PABP1 MLLE inh,MsrA inh,MT1-MMP act inh,FAS TE block,TbMetRS inhib
CCC(C(=O)Nc1ccc(C(=O)N2CCCC2)cc1)c1ccccc1 (stereo not given),3,-5,4,4,1,0.6,0,0,-0.2
CCN(CC)S(=O)(=O)c1ccc(NC(=O)COC(=O)CN2C(=O)c3ccccc3C2=O)cc1,-20,-3,-14,2,-2,0.6,1,-5,-0.6
c1ccc(-c2cccc(-c3ccccn3)n2)nc1,12,-2,-15,-2,7,x,-11,-3,-0.6
O=C(Nc1cccc(-c2ccc(N3CCOCC3)nn2)c1)c1ccc(F)cc1F,-4,-1,12,-5,4,1.6,4,-4,-0.6
CCN(Cc1ccccc1)C(=O)c1[nH]c2ccc(OC)cc2c1C,1,-5,-4,7,-6,-0.9,4,1,-0.9
Cc1ccc2oc(=O)c3cc(C(=O)NCCCN4CCc5ccccc5C4)sc3c2c1,2,-1,0,-2,-20,3.1,0,0,-1.0
O=C(NC1CCCC1)c1nc2c(nnn2Cc2ccccc2Cl)c(=O)[nH]1,-10,-2,3,-6,1,1.0,7,-4,0.6
Cc1cc(CN2CCC(n3nccc3NC(=O)c3ccccc3C)CC2)n[nH]1,0,-7,14,5,2,1.2,-1,2,-0.6
COc1cc(NC(N)=S)c(OC)cc1Cl,-2,-1,-4,-5,-61,-0.5,0,-5,-0.2
O=C(c1ccc(F)cc1)N1CCC(N2CCOCC2)CC1,16,-4,27,10,8,-0.5,5,-8,0.1
Cc1nccn1CCC(=O)NC1CC(C)(C)Cc2c1cnn2-c1ccccc1 (stereo not given),-7,-3,-15,8,-4,-1.0,0,-7,-0.1
c1cncc(COC2CCCN(Cc3nc(-c4cccs4)no3)C2)c1 (stereo not given),-7,-9,-5,-1,23,0.7,4,-15,-1.0
CCOc1cc2[nH]c(=S)n(CCCCC(=O)NCc3ccco3)c(=O)c2cc1OCC,-8,-16,-28,-4,-60,0.8,0,-3,-1.3
